# Screening data from PubChem.
# TcdB GH inh = blocks C. difficile toxin B glycohydrolase activity. P18177. TcdB glycohydrolase enzymatic assay, plate reader. inhibition, % at 9.99 µM. hit rate 0.24% among 350,000. AID 652162; in the data active = inhibition above about 10%
# Target sequence (P18177 whole entry, looked up): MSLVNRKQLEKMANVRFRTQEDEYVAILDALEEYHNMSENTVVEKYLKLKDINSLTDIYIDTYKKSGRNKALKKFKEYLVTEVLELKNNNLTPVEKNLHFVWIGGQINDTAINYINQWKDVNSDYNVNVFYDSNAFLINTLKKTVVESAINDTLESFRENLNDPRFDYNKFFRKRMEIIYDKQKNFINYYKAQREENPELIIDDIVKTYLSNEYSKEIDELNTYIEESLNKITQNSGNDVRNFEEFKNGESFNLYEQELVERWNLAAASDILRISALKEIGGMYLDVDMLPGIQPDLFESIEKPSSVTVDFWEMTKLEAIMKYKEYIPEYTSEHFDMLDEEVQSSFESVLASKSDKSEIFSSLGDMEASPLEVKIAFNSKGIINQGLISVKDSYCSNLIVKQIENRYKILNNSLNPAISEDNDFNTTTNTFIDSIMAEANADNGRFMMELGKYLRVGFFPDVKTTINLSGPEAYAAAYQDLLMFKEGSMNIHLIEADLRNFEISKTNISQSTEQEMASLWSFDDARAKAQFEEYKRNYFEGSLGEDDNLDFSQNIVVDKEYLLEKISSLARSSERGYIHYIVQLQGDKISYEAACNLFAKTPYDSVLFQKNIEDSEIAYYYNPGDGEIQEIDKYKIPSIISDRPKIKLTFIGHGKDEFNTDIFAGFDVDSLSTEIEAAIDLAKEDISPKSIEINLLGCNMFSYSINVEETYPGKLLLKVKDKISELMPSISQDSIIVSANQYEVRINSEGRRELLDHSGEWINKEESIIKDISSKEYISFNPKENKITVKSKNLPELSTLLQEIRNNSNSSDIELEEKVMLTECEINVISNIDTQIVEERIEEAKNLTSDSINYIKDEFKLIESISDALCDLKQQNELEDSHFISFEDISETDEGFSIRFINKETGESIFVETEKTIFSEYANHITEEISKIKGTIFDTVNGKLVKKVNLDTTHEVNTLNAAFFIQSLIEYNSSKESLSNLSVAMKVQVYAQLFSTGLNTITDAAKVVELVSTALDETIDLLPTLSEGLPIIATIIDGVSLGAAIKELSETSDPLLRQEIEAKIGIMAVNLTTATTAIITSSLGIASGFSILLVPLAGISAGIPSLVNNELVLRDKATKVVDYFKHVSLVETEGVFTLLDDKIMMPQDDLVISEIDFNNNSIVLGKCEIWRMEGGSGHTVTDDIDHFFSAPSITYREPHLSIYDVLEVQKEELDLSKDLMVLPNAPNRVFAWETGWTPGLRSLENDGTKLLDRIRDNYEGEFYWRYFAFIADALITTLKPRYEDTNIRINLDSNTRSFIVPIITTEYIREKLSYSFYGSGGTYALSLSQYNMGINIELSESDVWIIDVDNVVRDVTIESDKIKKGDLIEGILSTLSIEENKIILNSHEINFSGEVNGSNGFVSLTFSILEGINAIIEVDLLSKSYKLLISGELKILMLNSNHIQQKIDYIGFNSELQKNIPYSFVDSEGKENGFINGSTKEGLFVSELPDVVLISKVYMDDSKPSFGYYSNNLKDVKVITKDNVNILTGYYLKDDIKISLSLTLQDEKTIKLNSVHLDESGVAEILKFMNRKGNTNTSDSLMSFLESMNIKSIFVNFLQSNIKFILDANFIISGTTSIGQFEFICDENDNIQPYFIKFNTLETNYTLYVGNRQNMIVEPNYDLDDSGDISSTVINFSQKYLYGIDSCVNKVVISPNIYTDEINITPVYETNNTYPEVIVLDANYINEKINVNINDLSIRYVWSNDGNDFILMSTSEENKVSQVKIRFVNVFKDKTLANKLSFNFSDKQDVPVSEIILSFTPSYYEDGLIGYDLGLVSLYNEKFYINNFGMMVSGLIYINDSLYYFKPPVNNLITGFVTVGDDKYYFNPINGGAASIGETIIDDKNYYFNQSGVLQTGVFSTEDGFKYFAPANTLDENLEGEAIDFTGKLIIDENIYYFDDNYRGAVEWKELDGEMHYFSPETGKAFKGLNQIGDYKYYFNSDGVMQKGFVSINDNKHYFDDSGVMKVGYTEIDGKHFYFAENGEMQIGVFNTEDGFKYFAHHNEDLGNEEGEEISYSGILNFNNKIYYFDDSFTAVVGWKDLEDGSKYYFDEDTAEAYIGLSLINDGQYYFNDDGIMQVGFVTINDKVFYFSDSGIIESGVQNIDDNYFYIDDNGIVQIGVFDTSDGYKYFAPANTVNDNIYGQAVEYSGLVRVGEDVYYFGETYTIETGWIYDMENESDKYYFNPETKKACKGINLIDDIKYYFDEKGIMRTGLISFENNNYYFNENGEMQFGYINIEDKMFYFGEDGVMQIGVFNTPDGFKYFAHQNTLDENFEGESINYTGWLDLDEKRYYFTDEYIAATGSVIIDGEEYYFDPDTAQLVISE
# Starred values were filed as active, the others as inactive. This is a subset, so the mix of outcomes need not match the whole.
Structure | TcdB GH inh
C[C@@H]1CN([C@@H](C)CO)C(=O)c2cc(/C=C/c3ccccc3)cnc2O[C@@H]1CN(C)Cc1cncnc1 | 1.9
O=C1CNC[C@@H]2[C@H](c3ccc(Br)cc3)[C@H](CO)N12 | -1.2
CCOC(=O)c1cc2ccccc2n1C1CCN(CCc2ccccc2)CC1 | 0.2
COc1ccc(-c2ccc([C@@H]3[C@@H](CO)N4C(=O)CN(C(=O)C5CC5)C[C@@H]34)cc2)cc1 | 0.2
Cc1noc(C)c1S(=O)(=O)Nc1ccc2c(c1)C(=O)N([C@H](C)CO)C[C@@H](C)[C@@H](CN(C)S(=O)(=O)c1ccc(F)cc1)O2 | 0.0
O=C(c1ccccn1)N1CC(=O)N2[C@H](C1)[C@H](c1ccc(-c3cccc(F)c3)cc1)[C@@H]2CO | -2.8
O=C(N[C@H](Cc1ccccc1)C(=O)N1CCN(C(=O)N2CCCCC2)CC1)[C@H]1O[C@@H](n2ccc(=O)[nH]c2=O)[C@H](O)[C@@H]1O | 1.0
COC(=O)[C@]12CCCCC=C1N(Cc1ccco1)C(=O)[C@H](CC(=O)NCCCCc1ccccc1)C2 | 0.1
CCCCCCCCN | -0.1
C=CCOC(=O)Nc1nc(CCNC(=O)OCc2ccccc2)c(C(=O)O)s1 | -0.4
CN1c2ccc(-c3cccc(C#N)c3)cc2[C@@H]2[C@@H](CCN2C(=O)Nc2cc(F)ccc2F)[C@@H]1CO | 0.7
C[C@H]1CN([C@@H](C)CO)C(=O)c2cc(NC(=O)CCCN(C)C)ccc2O[C@@H]1CN(C)Cc1ccc2c(c1)OCO2 | 0.8
COc1ccc(C(O)(c2cncnc2)C2CC2)cc1 (centres undefined) | -0.6
C[C@@H]1C=CCCO[C@]12C(=O)N(Cc1ccc(F)cc1)c1cccc(Br)c12 | 2.0
CCOC(=O)[C@]12CCC=C1N(Cc1ccco1)C(=O)[C@H](CC(=O)N1CCOCC1)C2 | -0.3
C[C@@H]1CN([C@H](C)CO)C(=O)CCCn2nncc2CO[C@H]1CN(C)C(=O)CCCN(C)C | -0.1
CC(C)C[C@@H](CN1CCC[C@H]1CN1C(=O)C(=O)NC[C@@H]1Cc1ccc(O)cc1)N1C[C@H](Cc2ccc(O)cc2)N(CC2CCCCCC2)C(=O)C1=O | 0.6
CC(=O)O[C@@H](Cc1ccc(O)cc1)C(=O)CC(C)C | -3.8
COc1ccc(C#Cc2ccc([C@H]3[C@H]4CN(C(=O)C5CCOCC5)CC(=O)N4[C@H]3CO)cc2)cc1 | 0.5
O=C(NCCN1CCC(n2c(=O)[nH]c3ccccc32)CC1)c1cccs1 | 1.3
CCc1oc(-c2ccc(OC)cc2)c(C(=O)OCCCCCO)c1C(C)OCCO (centres undefined) | 0.1
CCOC(=O)[C@]12CCCC=C1N(Cc1ccccc1)C(=O)[C@H](CC(=O)NCc1cccc3ccccc13)C2 | -0.4
COc1ccc(S(=O)(=O)N(C)C[C@H]2Oc3ccc(NC(=O)CCCN(C)C)cc3CC(=O)N([C@@H](C)CO)C[C@H]2C)cc1 | -0.8
COCc1cc(N2CCNC[C@H]2C)ccc1N1CCS(=O)(=O)CC1 | 1.0
O=C1C=C(OCCCl)CC(c2cccc(Cl)c2)O1 (centres undefined) | 0.7
COc1ccccc1CCn1cnc(-c2ccc(F)cc2)c1CC(C)C | 0.9
O=C(NC1Cc2ccccc2C1)[C@@H]1[C@@H](CO)[C@@H]2Cn3c(ccc(C4=CCCCC4)c3=O)[C@@H]2N1CC1CC1 | -0.4
O=C(C1CCCCC1)N1CC2(C1)[C@H](c1ccccc1)[C@@H](CO)N2Cc1nccs1 | 0.7
COc1ccc2c3c(n(C)c2c1)[C@H](CO)N(C(=O)c1ccc(F)cc1)CC31CCN(C)CC1 | 0.1
CCC(C(=O)NC(C)(C)C)n1c(C(c2ccccc2)c2ccccc2)nc2ccccc21 (centres undefined) | 0.0
O=[N+]([O-])c1cc2c(ccc3occc32)o1 | -0.2
COc1ccc2c3c(n(C)c2c1)[C@@H](CO)NCC31CCN(C(=O)c2cccc(F)c2)CC1 | -1.2

# Single values from the list.
# COc1ccc2c3c(n(C)c2c1)[C@H](CO)N(C(=O)c1ccc(F)cc1)CC31CCN(C)CC1 in TcdB GH inh → 0.1
# COc1ccccc1CCn1cnc(-c2ccc(F)cc2)c1CC(C)C in TcdB GH inh → 0.9
# COc1ccc2c3c(n(C)c2c1)[C@@H](CO)NCC31CCN(C(=O)c2cccc(F)c2)CC1 in TcdB GH inh → -1.2

# Remaining list, next part.
Structure | TcdB GH inh
O=C(C1CCOCC1)N1CC(=O)N2[C@H](CO)[C@H](c3ccc(C#CC4CCCCC4)cc3)[C@H]2C1 | -3.0
O=C(C[C@@H]1C=C[C@H](NC(=O)Nc2cc(F)ccc2F)[C@H](CO)O1)NCCCN1CCOCC1 | 0.3
C[C@H]1CN([C@@H](C)CO)C(=O)c2cc(NC(=O)CCCCCC(=O)Nc3ccccc3N)ccc2O[C@@H]1CN(C)Cc1ccc2c(c1)OCO2 | -7.2
COCC(=O)N1CC2(CCN(C(=O)NC(C)C)CC2)c2c(n(C)c3cc(OC)ccc23)[C@@H]1CO | -2.3
COc1ccc(C#Cc2ccc3c(c2)[C@@H]2[C@@H](CCN2C(=O)C2CC2)[C@H](CO)N3)cc1 | -0.5
Cc1ccc(S(=O)(=O)Nc2ccc3c(c2)CC(=O)N([C@H](C)CO)C[C@H](C)[C@H](CN(C)S(C)(=O)=O)O3)cc1 | 0.9
CO[C@H]1CN(C)C(=O)c2ccc(NC(=O)Nc3c(C)noc3C)cc2OC[C@H](C)NC[C@@H]1C | -0.3
O=C(/C=C1\OCc2ccccc21)OCc1ccccc1 | -0.2
Cc1nnc(-n2cccc2)s1 | 1.9
CCCCCc1c(-c2cccc(OC)c2)ncn1CCc1ccccc1OC | 0.1
O=C(NC[C@H]1CC[C@H]2[C@H](CN2Cc2cccc(Cl)c2)O1)C1CCC1 | -0.3
C[C@H]1CN([C@@H](C)CO)C(=O)c2cc(NC(=O)Nc3ccc(C(F)(F)F)cc3)ccc2O[C@H]1CN(C)S(=O)(=O)c1ccccc1 | 0.5
Nc1[nH]c(C(=O)c2ccccc2)c(-c2ccc(Cl)cc2)c1C(=O)c1c[nH]c2ccc(F)cc12 | 1.7
CCC(=O)N1[C@@H](CO)[C@@H](c2ccccc2)C12CN(C(=O)Nc1ccccc1F)C2 | -0.6
CCCNC(=O)N1CC(=O)N2[C@H](CO)[C@H](c3ccc(C#Cc4cccc(F)c4)cc3)[C@@H]2C1 | 1.4
CCC(=O)N1CC2(C1)[C@@H](c1ccc(C3=CCCC3)cc1)[C@@H](CO)N2C(=O)COC | -0.7

# Among those listed so far, these have a Cl atom.
Structure | TcdB GH inh
O=C1C=C(OCCCl)CC(c2cccc(Cl)c2)O1 (centres undefined) | 0.7
O=C(NC[C@H]1CC[C@H]2[C@H](CN2Cc2cccc(Cl)c2)O1)C1CCC1 | -0.3
Nc1[nH]c(C(=O)c2ccccc2)c(-c2ccc(Cl)cc2)c1C(=O)c1c[nH]c2ccc(F)cc12 | 1.7

# New compounds follow.
Structure | TcdB GH inh
COc1ccc(NC(=O)N2CC(=O)N3[C@@H](CO)[C@H](c4ccc(-c5ccc(C)cc5)cc4)[C@@H]3C2)cc1 | 1.2
O=C(C1CCC1)N1CC(=O)N2[C@H](C1)[C@H](c1ccc(C#CCc3ccccc3)cc1)[C@@H]2CO | 0.8
COc1ccc2c3c(n(C)c2c1)[C@H](CO)N(C)CC31CN(C(=O)c2ccccc2F)C1 | -0.4
CCCCn1nnnc1C1(C)CCC(=O)N1CCc1c[nH]c2ccccc12 (centres undefined) | 0.7
COc1ccc2c3c([nH]c2c1)[C@@H](CO)N(Cc1ccccn1)CC31CCN(C(=O)CC2CC2)CC1 | 0.1
O=C(Cc1ccccn1)N1CC2(C1)[C@H](c1ccccc1)[C@H](CO)N2C(=O)c1ccncc1 | -1.3
CCC(=O)N1[C@H](CO)[C@@H](c2ccc(-c3ccccc3OC)cc2)C12CN(C(C)=O)C2 | 0.7
CC(C)C[C@@H]1CN(CCCC[C@H]2CNC(=O)C(=O)N2CCC2CCCCC2)C(=O)C(=O)N1CCC1CCCCC1 | -0.9
COc1ccc(NC(=O)Nc2ccc3c(c2)C(=O)N([C@H](C)CO)C[C@@H](C)[C@@H](CN(C)C(=O)Nc2ccc(OC)cc2)O3)cc1 | 0.3
O=C(Nc1cccc2ccccc12)OC[C@@H]1CSCCS(=O)(=O)N1 | 1.5
Cc1cccc2ccccc12 | 0.0
COc1ccc2c(c1)[C@@]13CCCCC1[C@@H](C2)NCC3 (some centres undefined) | 0.0
C[C@H]1CN([C@@H](C)CO)C(=O)Cc2cc(NC(=O)CCCCCC(=O)Nc3ccccc3N)ccc2O[C@@H]1CN(C)S(=O)(=O)c1cn(C)cn1 | 2.1
COC(=O)C[C@H]1CC[C@@H](NC(=O)Nc2c(C)noc2C)[C@@H](CO)O1 | 0.9
Cc1cc(NC(=O)Cc2cn(C)c3ccccc23)ccc1Nc1cccnc1 | 0.6
Cc1ccc(S(=O)(=O)Nc2ccc3c(c2)C(=O)N([C@@H](C)CO)C[C@H](C)[C@H](CN(C)C(=O)Nc2ccc(C(F)(F)F)cc2)OCCCC[C@H](C)O3)cc1 | -0.4
COc1ccc(CN2C[C@H](C)[C@@H](OC)CN(C)C(=O)c3ccc(NC(=O)C4CC4)cc3OC[C@@H]2C)cc1 | -2.8
COc1ccc2c3c([nH]c2c1)[C@@H](CO)N(C)CC31CN(S(=O)(=O)c2ccc(C)cc2)C1 | -1.6
C[C@H]1CN([C@@H](C)CO)C(=O)c2ccccc2-c2ccccc2CO[C@@H]1CN(C)C(=O)c1cc(Cl)cc(Cl)c1 | 2.0
O=C(CC1CC1)N1CC(=O)N2[C@@H](CO)[C@H](c3ccc(/C=C/c4ccccc4)cc3)[C@@H]2C1 | 0.3
C/C=C/c1ccccc1[C@H]1[C@@H](CO)N(C(=O)Nc2ccccc2F)[C@H]1C#N | -0.7
O=C(C1CCCC1)N1CC[C@@H]2[C@@H](CO)Nc3ccc(Br)cc3[C@@H]21 | 0.8
CC1=C2CCCC[C@@]23C2C(=O)N(C)C(=O)[C@@H]2ON3OC1 (some centres undefined) | 2.5
Oc1ccc(C[C@@H](CN2CCCC2CN2C(=S)NC[C@@H]2Cc2ccccc2)N2C[C@H](Cc3ccccc3)N(CC3CCCCCC3)C2=S)cc1 (some centres undefined) | 1.7

# Given as labelled records: 2 of the compounds above
molecule: CC1=C2CCCC[C@@]23C2C(=O)N(C)C(=O)[C@@H]2ON3OC1 (some centres undefined)
  TcdB GH inh = 2.5
molecule: C/C=C/c1ccccc1[C@H]1[C@@H](CO)N(C(=O)Nc2ccccc2F)[C@H]1C#N
  TcdB GH inh = -0.7

# New compounds follow
Structure | TcdB GH inh
O=C(Cc1ccccc1)N1CC[C@H]2[C@H](CO)Nc3ccc(-c4cccc(F)c4)cc3[C@H]21 | -1.5
COc1ccc2c3c(n(C)c2c1)[C@H](CO)N(C)CC31CCN(C(=O)c2ccccc2F)CC1 | -0.1
C[C@@H]1CN([C@@H](C)CO)C(=O)Cc2cc(NS(=O)(=O)c3ccc(F)cc3)ccc2O[C@H]1CN(C)C(=O)Nc1cccc2ccccc12 | -0.2
CCCNC(=O)N1CCC2(CC1)CN(S(C)(=O)=O)[C@H](CO)c1c2c2ccc(OC)cc2n1C | -1.8
O=C1CN(Cc2ccc(F)cc2)C[C@H]2[C@@H](c3ccc(-c4cccnc4)cc3)[C@H](CO)N12 | -4.8
CCCC#Cc1ccc([C@H]2[C@@H](CO)N3C(=O)CN(C(=O)CN4CCOCC4)C[C@@H]23)cc1 | -0.1
O=C1CN(S(=O)(=O)c2ccccc2)C[C@@H]2[C@H](c3ccc(C#Cc4ccccc4)cc3)[C@H](CO)N12 | -0.1
COC(=O)[C@]12CCCCC=C1N(Cc1ccc(Cl)cc1Cl)C(=O)[C@H](CC(=O)NCc1cccc(C(F)(F)F)c1)C2 | 0.4
COc1ccc(-c2oc3c(c2-c2cnc(OC)nc2)C(O)CC3)cc1 (centres undefined) | 0.2
Cc1ccccc1C(=O)N[C@@H](CC(C)C)C(=O)N1CCC[C@H]1C(=O)NCc1ccccc1 | 1.5
COCC(=O)N1CCC2(CC1)CN[C@H](CO)c1c2c2ccc(OC)cc2n1C | -0.8
O=C(NC1CCCC1)C1C(c2ccc(C(F)(F)F)cc2)=Nc2ccccc2N1C(=O)c1ccco1 (centres undefined) | 0.5
COC(=O)[C@@]1(Cc2ccc(OC)cc2)[C@H]2c3cc(C(=O)N4CCCC4)n(Cc4ccccn4)c3C[C@H]2CN1C(=O)c1ccccc1 | 1.3
CCCNC(=O)N1[C@H](CO)[C@H](c2ccccc2)[C@@H]1CNC(=O)C1CCC1 | 0.6
O=C(C[C@@H]1CC[C@H]2[C@@H](COC[C@@H](O)CN2C(=O)c2ccc3c(c2)OCO3)O1)NCCN1CCCC1 | 1.2
COC(=O)C1=C(C)NC(=S)NC1c1ccc(Br)cc1 (centres undefined) | 1.0
COc1ccc(OC)c(CN2C(=O)c3ccccc3C2c2nnnn2C2CCCC2)c1 (centres undefined) | -0.5
CC(C)CC#Cc1ccc([C@@H]2[C@H]3CN(C(=O)c4ccccn4)CC(=O)N3[C@H]2CO)cc1 | 0.5
C[C@@H]1CN([C@H](C)CO)C(=O)Cc2cc(NC(=O)Cn3cnnn3)ccc2O[C@@H]1CN(C)S(=O)(=O)c1ccc(Cl)cc1 | 0.5
O=C(c1ccccc1F)N1CC2(C1)[C@@H](c1ccccc1)[C@@H](CO)N2CC1CC1 | -0.3
C[C@@H]1CCCCO[C@H](CN(C)Cc2ccc(Cl)c(Cl)c2)[C@H](C)CN([C@@H](C)CO)C(=O)c2cc(NS(=O)(=O)c3ccc(F)cc3)ccc2O1 | -0.5
CC1(C(=O)NCc2ccccc2)CSCC(=O)N1CCCn1ccnc1 (centres undefined) | -0.3
CCN=C1NC(c2ccccc2C(F)(F)F)C(C(=O)OC)=C(C)N1C (centres undefined) | 1.7
C[C@@H]1CN([C@H](C)CO)C(=O)c2cc(NC(=O)CCCN(C)C)ccc2O[C@@H]1CN(C)Cc1ccc2c(c1)OCO2 | 1.1
Cc1noc(C)c1NC(=O)Nc1cccc2c1O[C@H](CN(C)CC1CC1)[C@H](C)CN([C@@H](C)CO)C2=O | -0.1
CC(=O)N1CC2(C1)[C@@H](c1ccccc1)[C@@H](CO)N2CC1CCOCC1 | -0.2
COc1ccc([C@H]2CC(=O)C[C@@H](CCn3cc(-c4nccn4C)nn3)O2)cc1 | 0.3
